High-throughput results as filed in PubChem BioAssay.
Myeloid diff 2: promotes myeloid progenitor differentiation; ER-HoxA9 myeloid progenitors, lysozyme-GFP differentiation, flow cytometry; calls only at 10 µM; hit rate 1% among 360,000;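 active = normalized GFP-positive differentiation at or above the plate's own cutoff, the solvent-only control mean plus 3 SD; inconclusive = no clear call, values can overlap the other calls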;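 note: cells exposed to compound for four days before flow analysis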
XIAP antagonists: XIAP antagonists, biochemical, IAP family, fluorescence polarization (AID 1018); XIAP BIR domain, fluorescence polarization peptide displacement; higher % means a stronger effect; displacement, % at 20 µM, or IC50 in µM where a hit was titrated; hit rate 0.007% among 200,000; in the data active = displacement above about 50%; note: a part of the inactive calls stands beside numbers as strong as those of hits
human PMI inhibition: MPI enzyme activity inhibition – biochemical, fluorescence intensity, coupled assay, primary screen (AID 1209); purified PMI enzyme, coupled fluorescence intensity; higher % means a stronger effect; hit rate 0.42% among 190,000; inhibition, % at 20 µM; hits with a dose series show IC50 in µM;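 note: plate controls were DMSO vehicle for no effect and wells lacking substrate for full effect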
P. falciparum M17LAP: P. falciparum M17LAP inhibitors, primary screen, biochemical, fluorogenic H-Leu-NHMec substrate, 1536-well (AID 1619); hit rate 0.38% among 220,000; recombinant M17LAP, H-Leu-NHMec fluorogenic kinetic assay; higher % means a stronger effect; inhibition, % at 30 µM; hits with a dose series show IC50 in µM;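 active = compound inhibiting the enzyme by more than half at any dose during confirmatory dose-response retesting; inconclusive = strong single-dose inhibitors picked by rank but not retested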;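 note: plate controls were full reaction with DMSO carrier for no effect and no enzyme background for full effect; strong numbers were not always called active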
ER stress rescue: rescue of cells from ER stress-induced death, primary screen, 384-well, CSM14.1, thapsigargin, ATP luminescence (AID 1222). CSM14.1 thapsigargin-induced death rescue, ATP luminescence; higher % means a stronger effect. cellular ATP content (survival), % at 20 µM, or EC50 in µM where a hit was titrated. 190,000 tested, under 10 active;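 active = EC50 below 50 µM in the dose-response confirmation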;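 note: death triggered by thapsigargin at about 15 µM added after 2 h compound pretreatment; cell ATP read after overnight thapsigargin exposure of roughly 18 to 22 hours; normalized against plate controls of thapsigargin alone and 5% DMSO vehicle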
LYP phosphatase: inhibitors of LYP phosphatase, biochemical, fluorescence intensity, uHTS (AID 1779); recombinant LYP phosphatase, fluorescence intensity; higher % means a stronger effect; inhibition, % at 11.5 µM, or IC50 in µM where a hit was titrated; hit rate 0.054% among 290,000;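 note: plate controls were vehicle with enzyme for no effect and no enzyme for full effect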
human PMI inhibitors: MPI inhibition at elevated mannose 6-phosphate – biochemical, fluorescence intensity, high mannose 6-phosphate, primary screen (AID 1220); recombinant PMI enzyme, coupled fluorescence intensity; higher % means a stronger effect; inhibition, % at 20 µM; hits with a dose series show IC50 in µM; hit rate 0.66% among 190,000
TNAP activators: human TNAP enzyme activators, primary screen, biochemical, luminescent, no phosphate acceptor, uHTS (AID 1001); activation fold at 20 µM; hits with a dose series show EC50 in µM; hit rate 0.03% among 200,000; purified TNAP, luminescent activation assay, no phosphate acceptor; higher activation fold means a stronger effect; in the data active = activation fold from about 3, or a potency from the dose series; inactive = the rest, 99 in 100 with activation fold below about 1.6; note: many of its hits are not listed in these tables
M1AAP inhibition: malaria alanyl aminopeptidase activity blockers – biochemical, fluorogenic H-Leu-NHMec substrate, 1536-well (AID 1445); hit rate 0.42% among 220,000; inhibition, % at 30 µM; hits with a dose series show IC50 in µM; recombinant M1AAP, H-Leu-NHMec fluorogenic kinetic assay; higher % means a stronger effect;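 active = primary inhibition above the hit cutoff, then over 50% inhibition at one or more dose response concentrations, cut at about 23% in these data, passing the limit was not always enough; inconclusive = conflicting primary data, or primary hits not chosen for dose response; inactive = low primary inhibition, or under 50% at every dose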;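 note: plate controls were DMSO full reaction for no effect and no enzyme background for full effect; strong numbers were not always called active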
Myeloid diff 2 GFP+ MAC1+ %: recorded beside Myeloid diff 2, whose call it bears; GFP+ MAC1+ double positive, %; measured here: differentiation confirmed by MAC1 staining
Starred values were filed as active, the others as inactive; i = inactive; u = inconclusive; x = not tested or not shown. Cut-off read from the data, not from the text of the source, unless noted: active = inhibition above about 50%; inactive = the rest. Rows are unselected, and some 2.7% of all compounds hit somewhere here.

Values in the order: Myeloid diff 2, Myeloid diff 2 GFP+ MAC1+ %, XIAP antagonists, human PMI inhibition, P. falciparum M17LAP, ER stress rescue, LYP phosphatase, human PMI inhibitors, TNAP activators, M1AAP inhibition
- O=C(CN1CCC(O)(c2ccc3c(c2)OCO3)CC1)NC1CCCCC1
  i, 0.4, -5.3%, 6%, 16%, -1.8%, -8%, 3%, 1.1, 1%
- Cc1cccc(NC(=O)CSc2cc(C(=O)c3nccn3C)c3ccccc3n2)c1
  i, 0.4, -6.0%, 10%, 6%, -1.0%, -6%, 12%, 1.1, 0%
- c1cc2c3c(cccc3c1)C(N1CCOCC1)=N2
  i, 0.3, x, x, 12%, x, -8%, x, x, 5%
- COc1cccc(Cn2nnc(C(=O)NCc3ccccc3Cl)c2N)c1
  i, 2.4, -11%, 3%, 10%, -0.2%, -3%, 10%, 1.1, 23%
- CC1(C)C2([N+](=O)[O-])CN3CC1([N+](=O)[O-])CN(C2)C3c1ccc(O)c(O)c1 (stereo not drawn)
  i, 0.5, x, x, 0%, x, -5%, x, x, 2%
- O=C(Nc1ccc2c(c1)OCO2)N1CCN(Cc2ccco2)CC1
  i, 0.1, 2.7%, 13%, -1%, -5.2%, -5%, 35%, 1, 6%
- CCCCCCC(=O)N/N=C/c1ccc(Br)cc1
  i, 0.1, -4.5%, 16%, 3%, -0.3%, 4%, 11%, 1.1, 1%
- O=C(COc1ccc(Br)cc1)N1CCCCCC1
  i, 5.8, -11%, -10%, x, -1.8%, -1%, -3%, 1.1, x
- O=C1C(Cl)=C(NS(=O)(=O)c2ccc([N+](=O)[O-])cc2)C(=O)c2ccccc21
  i, 0.0, x, x, 40%, x, -4%, x, x, u
- Cc1ccc(SCc2nn(C)c(Cl)c2C=O)cc1
  i, 0.0, -4.8%, 2%, 8%, -0.9%, -6%, 3%, 1, 3%
- Cc1cccc(C2Nc3ccccc3C(=O)N2c2ccccc2)n1 (stereo not drawn)
  i, 1.7, -10%, 4%, -169%, -1.3%, -10%, -8%, 1, 5%
- CCOC(=O)C1NN=C(C(=O)c2ccccc2)C1c1ccccc1 (stereo not drawn)
  i, 0.6, -5.6%, 2%, 14%, 0.6%, -6%, -8%, 0.9, 6%
- Cc1c(NC(=O)CSc2nnc(-c3ccco3)n2-c2ccccc2)c(=O)n(-c2ccccc2)n1C
  x, x, -4.1%, -5%, 54%, 1.1%, -6%, -4%, 1.2, 18%
- CCC(=O)N1CCc2cc(S(=O)(=O)CCC(=O)NCc3ccc4c(c3)OCO4)ccc21
  i, 1.6, -1.0%, 14%, 7%, -2.2%, -3%, 11%, 1.1, -1%
- C=C(C)c1cccc(C(C)(C)NC(=O)N2CCN(c3ccccc3OC)CC2)c1
  i, 0.1, -3.5%, -3%, 1%, 0.0%, 6%, -3%, 1.1, -1%
- CC(=O)Oc1cc(C(C)C)c(OCCN(C)C)cc1C
  i, 2.7, -8.3%, 2%, -2%, -0.9%, -4%, 7%, 1.1, 5%
- Cc1ccc2cccc(Oc3ncnc4scc(-c5ccccc5)c34)c2n1
  i, 0.5, -11%, 16%, 7%, 4.8%, 0%, 21%, 1.1, -1%
- O=[N+]([O-])c1cc(/C=N/Nc2nc(N3CCCCC3)nc(N3CCCCC3)n2)ccc1O
  i, 0.2, -8.7%, 12%, 18%, -2.2%, -7%, 8%, 0.9, 16%
- O=C(/C=C/c1ccc(S(=O)(=O)N2CCOCC2)cc1)N(CCO)Cc1ccccc1
  i, 0.4, -6.2%, -9%, 2%, -2.4%, 3%, -6%, 1.1, 3%
- CCN1CCCC1CNC(=O)CCNC(=O)c1cc(OC)c(OC)c(OC)c1 (stereo not drawn)
  i, 6.3, -1.4%, -1%, 3%, -1.5%, -5%, 0%, 1.2, 1%

Next section, overlapping the part above by 3 compounds.
Values in the order: Myeloid diff 2, Myeloid diff 2 GFP+ MAC1+ %, XIAP antagonists, human PMI inhibition, P. falciparum M17LAP, ER stress rescue, LYP phosphatase, human PMI inhibitors, TNAP activators, M1AAP inhibition
- O=[N+]([O-])c1cc(/C=N/Nc2nc(N3CCCCC3)nc(N3CCCCC3)n2)ccc1O
  i, 0.2, -8.7%, 12%, 18%, -2.2%, -7%, 8%, 0.9, 16%
- O=C(/C=C/c1ccc(S(=O)(=O)N2CCOCC2)cc1)N(CCO)Cc1ccccc1
  i, 0.4, -6.2%, -9%, 2%, -2.4%, 3%, -6%, 1.1, 3%
- CCN1CCCC1CNC(=O)CCNC(=O)c1cc(OC)c(OC)c(OC)c1 (stereo not drawn)
  i, 6.3, -1.4%, -1%, 3%, -1.5%, -5%, 0%, 1.2, 1%
- CN(C)c1nnnn1-c1ccc(Oc2ccccc2)cc1
  i, 0.0, -3.8%, -5%, -2%, 0.4%, -4%, -3%, 1.1, 10%
- CC1(C)CC(N2CN(C3CCCCC3)CC2=O)CC(C)(C)N1
  i, 0.7, 1.3%, -11%, -9%, x, -4%, -6%, 0.9, 0%
- Cc1nc(C)c(C(=O)Nc2ccccc2-c2ccccc2)o1
  i, 3.1, -5.1%, -1%, -4%, -1.5%, 10%, 3%, 1.1, 4%
- CC(C)(C)c1cc2cccnc2n1Cc1cccc(Cl)c1
  i, 1.0, 0.4%, 7%, -10%, -1.7%, -2%, 2%, 1.2, 1%
- COc1ccc(/C=C/C(=O)N2CCCC2)cc1OC
  i, 0.7, -6.3%, -19%, 17%, 0.3%, 1%, -7%, 1.1, 7%
- CCOC(=O)c1c(NC(=O)CN2CCCc3ccccc32)sc(C)c1CC
  i, 1.1, -6.6%, 10%, 5%, -1.4%, 5%, 7%, 1.2, 5%
- CC1(C)Cc2c(C#N)c(N)n(-c3ccccc3)c(=O)c2CO1
  i, 1.5, -5.7%, -5%, -1%, x, -1%, 5%, 0.9, 8%
- COc1c(Cl)cc(Cl)cc1CNCCNCCO
  i, 4.2, -1.6%, 5%, -7%, -1.1%, -4%, 0%, 1, -1%
- O=C(Nc1ccncc1)c1ccc2ccccc2c1
  i, 0.3, -7.4%, -6%, -4%, 0.5%, -4%, -7%, 1.1, 10%
- COc1ccc(C(=O)NC(C)c2nc3ccccc3n2C)cc1OC (stereo not drawn)
  i, 1.1, -8.2%, 1%, 2%, x, 0%, -4%, 1.1, 3%
- COC(=O)C1=C(C)N(CCc2ccc(OC)c(OC)c2)C(=O)C1
  i, 0.9, -2.0%, -14%, 9%, -1.2%, -4%, -11%, 1.1, 2%
- CCCNS(=O)(=O)c1ccc(Oc2ncc(C(F)(F)F)cc2Cl)cc1
  i, 0.9, -5.5%, 24%, -1%, -2.5%, -3%, 25%, 1.1, 9%
- Cc1ccc(C(=O)NCCCN2CCOCC2)o1
  i, 0.6, -6.0%, -5%, 4%, -1.2%, -5%, 2%, 1.1, 1%
- CCOC(=O)c1c(C)nn(-c2ncccc2NC(=O)NC(C)C)c1C
  i, 0.2, x, x, 6%, x, 0%, x, x, 13%
- Cc1ccc(NS(=O)(=O)c2cccc(C(=O)O)c2)cc1S(=O)(=O)N1CCOCC1
  i, 0.7, 42%, 14%, 7%, -2.3%, -4%, 6%, 1.1, 20%
- CCOC(=O)C(CCCCCOc1ccccc1[N+](=O)[O-])C(=O)OCC
  i, 0.3, -3.5%, 11%, -1%, -2.2%, -12%, -4%, 1.1, 4%
- Cc1cc(C(=O)OCc2nnc(-c3ccccc3)o2)c(C)n1-c1ccccc1
  i, 1.1, -7.0%, 13%, -9%, 4.1%, -6%, 10%, 1.2, -6%
- O=C(CCn1c(=O)oc2ccccc21)NCCN1CCc2ccccc2C1
  i, 0.3, 2.1%, 8%, 16%, x, 1%, 4%, 1.1, 2%
- COc1ccc(NC(=O)C2CCCN2C(=O)NC2CCCCC2)cc1OC (stereo not drawn)
  i, 0.9, -0.4%, -2%, -3%, -0.5%, -1%, -2%, 1.1, -3%
- CC(=O)c1cccc(S(=O)(=O)N2CCN(c3nc4cc(C)cc(C)c4cc3C#N)CC2)c1
  i, 0.0, -4.4%, 4%, -11%, 5.4%, 0%, 9%, 1, 0%

Values in the order: Myeloid diff 2, Myeloid diff 2 GFP+ MAC1+ %, XIAP antagonists, human PMI inhibition, P. falciparum M17LAP, ER stress rescue, LYP phosphatase, human PMI inhibitors, TNAP activators, M1AAP inhibition
- CN(C)NC(=S)Nc1cccc(C(F)(F)F)c1
  i, 0.3, x, x, -4%, x, -1%, x, x, 2%
- Cc1ccc(S(=O)(=O)c2c(C)nn(C(C)(C)C)c2OC(=O)c2cccs2)cc1
  i, 0.3, -2.3%, 8%, 5%, 2.0%, -2%, 5%, 1.1, 11%
- CCCNNC(=O)C(O)(c1cccc(C)c1)c1cccc(C)c1
  i, 0.4, -2.2%, 2%, 23%, -0.6%, -3%, 7%, 1.1, 0%
- CCc1c(C)nc2cc(C)[nH]n2c1=O
  i, 1.4, 1.0%, 4%, 0%, 1.1%, -8%, 2%, 1.1, 0%
- Cn1c(SCC(=O)NCCNC(=O)CSc2nnc(C(F)(F)F)n2C)nnc1C(F)(F)F
  i, 1.0, -3.6%, -4%, 3%, -0.6%, -6%, -7%, 1.1, 6%
- C=CCc1cccc(CNc2nc3ccccc3n2CC)c1O
  i, 0.9, -6.2%, 15%, -1%, -0.9%, -1%, 10%, 1, -7%
- CCCNc1nc(Nc2ccc(C)cc2)nc(N2CCCC2)n1
  i, 0.6, -3.7%, -3%, -4%, -0.7%, -5%, -1%, 1.2, -2%
- Cc1ccc(CN2C(=O)S/C(=C\c3ccccc3OCC(=O)O)C2=O)cc1
  i, 0.3, -2.6%, 12%, x, 8.6%, -5%, 12%, 1, x
- c1ccc2c(N3CCCCC3)nc(N3CCCCC3)nc2c1
  i, 1.2, -6.1%, 3%, 4%, -0.6%, -7%, -2%, 1.1, 0%
- CC(C)Sc1nc2ccccc2n1CC(N)=O
  i, 1.0, -5.0%, -11%, -1%, 4.1%, -5%, -8%, 1.1, 3%
- O=C(CCc1nnc(Cc2ccc(-c3ccccc3)cc2)o1)N1CCCC1
  i, 0.6, -4.2%, 2%, 2%, 2.3%, -11%, -2%, 1, -5%
- c1coc(CNc2ncnc3[nH]ncc23)c1
  i, 0.6, x, x, 8%, x, -6%, x, x, 3%
- CCOc1ccccc1OCCOCCN1CC(C)OC(C)C1 (stereo not drawn)
  i, 0.7, 0.8%, 13%, 1%, -2.0%, 1%, 9%, 1.1, 0%
- CCOC(=O)C1CCN(C(=O)COc2ccc(S(=O)(=O)N3CCCC3)cc2C)CC1
  i, 0.4, -2.4%, 1%, 2%, 0.0%, 7%, 2%, 1.1, 4%
- O=C(OCc1cc(Cl)ccc1OC(F)F)c1cncc(Br)c1
  i, 1.0, -4.8%, -5%, 0%, 1.7%, -2%, -1%, 1, 2%
- CCOc1cc(N2CCOCC2)c(OCC)cc1NC(=O)Cn1[nH]c(=O)c2ccccc2c1=O
  i, 1.1, 1.4%, 4%, -7%, -2.2%, -5%, 11%, 1.1, 11%
- CN(C)c1ccc(Nc2c3c4c(cccc4n(C)c2=O)C(=O)c2ccccc2-3)cc1
  u, x, -13%, 31%, 7%, -0.6%, 2%, 41%, 0.7, 10%
